Screens deposited in PubChem by several laboratories.
Glyco luc inh – increase of ERlucT glycosylation luciferase signal, primary screen, N-linked glycosylation inhibitor project, D54 ERlucT cells, luminescence, set 2; D54 ERlucT glycosylation luciferase reporter, 24 h; percent of 100 nM tunicamycin response; reporter increase, % at 12.5 µM; 360,000 compounds, 0.23% hits; AID 588692, 2011;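 active = mean luciferase reporter signal, scaled so untreated is 0 and the glycosylation-blocking control 100, at or above a set limit in every replicate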;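 also: luciferase carries N-glycosylation sites so blocking glycosylation raises the light; 0% = median of neutral control wells and 100% = median of 100 nM tunicamycin wells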
MC4R antagonist – MC4R antagonists of cAMP signaling, primary screen, cell-based, TR-FRET, antagonist arm of biased-ligand search. AID 540295, 2011. inhibition, % at 6.5 µM. MC4R-expressing cells, MTII-stimulated cAMP, LANCE TR-FRET. 360,000 compounds, 0.48% hits;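 active = inhibition above its plate's cutoff, the mean of tested wells on that plate plus 3 SD, cut at about 29% in these data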;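 also: 0% = Melanotan II alone and 100% = Melanotan II plus saturating MCL0020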
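material = U2OS cells stably expressing human melanocortin 4 receptor (MC4R) | also added = Melanotan II challenge | dosing = single nominal compound dose of 6.5 µM | detection = TR-FRET with Eu-cAMP and labeled anti-cAMP, 671 nm | replication = singlicate | timing = compound 30 min, challenge 1 h, detection 1 h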
ABCB6 inh MLPCN – ABCB6 transporter inhibitors, primary screen, K562-ABCB6 cells, flow cytometry, MLPCN library; fluorescence ratio to DMSO, % at 10 µM; K562-ABCB6 porphyrin accumulation, 1 h; active compounds read low; 360,000 compounds, 0.19% hits;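 active = fluorescence ratio to DMSO below 75%, the collection mean minus 3 SD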;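 also: signal is porphyrin accumulated inside mitochondria; 100% equals median channel fluorescence of DMSO control wells; lower ratio means ABCB6 inhibition with less porphyrin fluorescence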
m5-HT2A agonist – mouse Htr2a agonists via beta-arrestin recruitment, primary screen, cell-based, luminescence; 5-hydroxytryptamine receptor 2A (Mus musculus), P35363; CHO-K1 mHTR2A beta-arrestin complementation; percent of 30 µM serotonin response; activation, % at 7.6 µM; 360,000 compounds, 0.66% hits;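 active = activation above a run cutoff, the mean activation of all tested compounds plus 3 SD, cut at about 14% in these data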;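 also: 0% = plate median of compound wells and 100% = 30 µM serotonin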
SRC2 inh – inhibition of GAL4-SRC2 driven luciferase reporter, primary screen, SRC2 inhibitor project, cell-based, luminescence; Nuclear receptor coactivator 2 (Homo sapiens), Q15596; HEK293 GAL4-SRC2 luciferase reporter; inhibition, % at 9 µM; 370,000 compounds, 0.17% hits;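 active = inhibition above the mean inhibition of all tested compounds plus 3 SD, set per campaign, cut at about 52% in these data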;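 also: 0% = DMSO treated cells and 100% = cells given Gossypol at 36 µM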
Cardio protect – cardioprotection against H2O2-induced cell death, primary screen, uHTS, H9c2 cells, ATPLite luminescence; H9c2 cardiomyocytes, H2O2 injury protection, 2 h; protection from H2O2 cell death, % at 20 µM; 360,000 compounds, 0.63% hits;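 active = compounds giving at least 50% protection of heart cells from peroxide-induced death in the single-dose screen, raw or plate-pattern-corrected value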;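 also: 0% = DMSO wells with peroxide and 100% = DMSO wells without peroxide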
TLR9-MyD88 block – inhibitors of TLR9-MyD88 association in cells, primary screen, cell-based, CHO, BLA complementation, fluorescence | Toll-like receptor 9 (Homo sapiens) + Myeloid differentiation primary response protein … | CCF4 FRET ratio | inhibition, % at 4.98 µM | 340,000 compounds, 0.21% hits | AID 504734, 2011;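 active = inhibition above the mean over all tested compounds plus 3 SD, cut at about 21% in these data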;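 also: 0% = DMSO only wells and 100% = clavulanate BLA inhibitor control wells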
Target sequence (Q99836 whole entry, looked up): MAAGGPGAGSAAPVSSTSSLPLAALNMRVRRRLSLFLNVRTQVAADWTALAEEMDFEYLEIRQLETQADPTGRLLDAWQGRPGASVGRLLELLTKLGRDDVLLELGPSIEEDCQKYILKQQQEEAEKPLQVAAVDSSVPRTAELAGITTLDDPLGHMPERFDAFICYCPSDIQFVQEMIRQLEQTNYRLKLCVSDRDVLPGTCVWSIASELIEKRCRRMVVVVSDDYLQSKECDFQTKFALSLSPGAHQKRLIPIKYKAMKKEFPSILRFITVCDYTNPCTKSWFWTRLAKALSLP
Target sequence (Q9NR96 whole entry, looked up): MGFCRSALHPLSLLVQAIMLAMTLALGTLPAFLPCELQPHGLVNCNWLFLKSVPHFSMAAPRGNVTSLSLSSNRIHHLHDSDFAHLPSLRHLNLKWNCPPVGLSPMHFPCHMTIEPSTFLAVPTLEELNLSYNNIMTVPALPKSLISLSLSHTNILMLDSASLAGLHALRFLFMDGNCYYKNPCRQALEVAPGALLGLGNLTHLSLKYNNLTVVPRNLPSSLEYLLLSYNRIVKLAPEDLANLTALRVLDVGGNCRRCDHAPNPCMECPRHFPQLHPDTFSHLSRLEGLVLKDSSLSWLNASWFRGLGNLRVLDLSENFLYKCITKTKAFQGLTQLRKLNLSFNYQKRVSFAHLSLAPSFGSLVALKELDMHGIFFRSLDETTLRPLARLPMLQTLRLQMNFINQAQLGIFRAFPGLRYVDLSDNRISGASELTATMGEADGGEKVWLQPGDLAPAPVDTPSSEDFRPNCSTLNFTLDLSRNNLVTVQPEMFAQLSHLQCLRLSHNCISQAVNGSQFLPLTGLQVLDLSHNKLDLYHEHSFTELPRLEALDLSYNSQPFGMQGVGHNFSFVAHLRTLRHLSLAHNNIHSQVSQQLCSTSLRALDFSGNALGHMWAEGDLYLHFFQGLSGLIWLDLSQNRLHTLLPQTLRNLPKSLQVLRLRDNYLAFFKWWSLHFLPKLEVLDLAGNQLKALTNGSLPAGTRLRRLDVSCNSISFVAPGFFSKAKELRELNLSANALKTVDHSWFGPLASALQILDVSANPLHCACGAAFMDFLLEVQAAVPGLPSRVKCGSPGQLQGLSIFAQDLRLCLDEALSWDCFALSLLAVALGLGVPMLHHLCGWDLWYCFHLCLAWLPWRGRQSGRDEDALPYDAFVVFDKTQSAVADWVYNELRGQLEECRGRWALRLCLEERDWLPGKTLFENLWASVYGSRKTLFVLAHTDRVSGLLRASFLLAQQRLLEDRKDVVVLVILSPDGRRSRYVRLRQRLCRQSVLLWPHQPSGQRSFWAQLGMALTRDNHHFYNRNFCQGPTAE
NOD2 RIPK2 PPI – NOD2-RIPK2 binding disruptors in cells, primary screen, fluorescence, CHO cells, BLA complementation; Receptor-interacting serine/threonine-protein kinase 2 (Homo sapiens), O43353; AID 624267, 2012; 360,000 compounds, 0.38% hits; CCF4 ratio; inhibition, % at 4.98 µM; in the data active = inhibition above about 21%;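 also: 0% = vehicle only and 100% = reference blocker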
ABHD5 PLIN5 PPI – ABHD5-PLIN5 interaction inhibitors, primary screen, cell lysate, split luciferase complementation, luminescence | 360,000 compounds, 0.78% hits | AID 602281, 2012 | Split G. princeps luciferase complementation, 4 h | Perilipin-5 (Homo sapiens) + 1-acylglycerol-3-phosphate O-acyltransferase ABHD5 (Homo … | inhibition, % at 4 µM;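 active = inhibition above the mean inhibition across every tested compound plus 3 SD, cut at about 22% in these data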;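 also: 0% = DMSO only wells and the 100% control is not disclosed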
MC4R ag barr – MC4R agonists recruiting beta-arrestin, primary screen, cell-based, luminescence, agonist arm of biased-ligand search; activation, % at 8.9 µM; AID 540308, 2011; Melanocortin receptor 4 (Homo sapiens), P32245; 360,000 compounds, 0.98% hits; U2OS MC4R beta-arrestin complementation; percent of melanotan II response, DMSO zero;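 active = activation above a per-plate cutoff, the mean activation of sample wells on that plate plus 3 SD, cut at about 8% in these data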
Active calls of the source: *; . = not tested or not shown.

Below each SMILES: Glyco luc inh	MC4R antagonist	ABCB6 inh MLPCN	m5-HT2A agonist	SRC2 inh	Cardio protect	TLR9-MyD88 block	NOD2 RIPK2 PPI	ABHD5 PLIN5 PPI	MC4R ag barr
1) COc1ccc(NC(=O)Nc2nccs2)cc1
→ 12	-7	101	-2	-52	-12	13	-15	-2	-0.8
2) Cc1ccc(C(=O)NCCSc2ccccc2)cc1S(=O)(=O)Nc1ccccc1
→ -7	6	99	-8	1	6	19	17	3	2.3
3) O=Cc1c(N2CCSCC2)nc2ccccn2c1=O
→ 0	7	84	5	-2	1	0	-3	-1	0.4
4) CN(C(=O)CSC1=NC2C(N=N1)c1cc(Br)ccc1N2C)C1CCCCC1 (stereo not given)
→ -2	-3	93	0	-24	2	-14	3	-1	-2.3
5) S=c1nc(C2CCCCC2)n(-c2ccccc2)[nH]1
→ 1	12	640	-1	0	-2	1	-4	-8	-3.0
6) CN(c1ccccc1)S(=O)(=O)c1cccc(NC(=O)CN2C(=O)NC3(CCCC3)C2=O)c1
→ 0	4	98	4	-1	-6	11	-6	0	-2.2
7) CCCCc1nnc(NC(=O)C23CC4CC(CC(NC(C)=O)(C4)C2)C3)s1
→ 0	0	97	-6	-16	3	6	-4	-2	-3.1
8) O=C(NCC1CCCO1)C(=O)NCC(c1ccco1)N1CCN(c2ccccc2)CC1 (stereo not given)
→ -1	0	97	1	-8	10	6	1	-3	-1.1
9) COC(=O)Cn1c(CCS(=O)(=O)c2ccc(Cl)cc2)nc2ccccc21
→ -2	13	96	-1	-8	5	1	3	2	-0.1
10) COC(=O)c1cc(Br)c(=O)n(CCc2ccc(O)cc2)c1
→ 2	9	100	0	-18	-4	4	-11	-3	1.2
11) COC(=O)Cc1cccc2c(=O)c3ccccc3oc12
→ 0	3	94	4	17	-3	-4	-7	4	-1.0
12) O=C(N/N=C/c1ccc(N2CCOCC2)s1)c1ccccc1Br
→ 1	2	100	4	-14	0	2	-7	8	-1.9
13) C=CCNc1nnc(C)c2ccccc12
→ 0	-7	154	4	6	-6	2	3	-2	-2.5
14) O=C(CNC(=O)c1ccco1)Nc1ccc(N2CCCCCC2)cc1
→ 3	-8	99	-5	-3	2	2	0	-4	-3.4
15) O=C(NCc1ccncc1)C(=O)Nc1nc2ccccc2s1
→ 2	-2	97	0	-43	-4	-4	5	8	-2.5
16) CCC(=O)OCC(=O)c1cc(C)n(-c2ccc(Br)cc2)c1C
→ 0	-3	105	11	1	-9	-5	9	6	0.5
17) CC(NC(=O)COC(=O)C1CC1C)c1cccc(Cl)c1 (stereo not given)
→ -1	-1	98	3	14	-8	1	4	-7	-3.0
18) CCOC(=O)C1CC(c2ccccc2)=NNC1=O (stereo not given)
→ 1	8	103	-2	-5	2	-7	10	2	-3.7
19) CCOC(=O)N1CCN(S(=O)(=O)c2ccc(C(=O)Nc3sc4c(c3C(N)=O)CCN(CC)C4)cc2)CC1
→ -10	0	73*	2	-7	3	-5	1	-5	-2.0
20) Cn1c(=O)c2c(ncn2CC(=O)OCC(=O)NCc2ccccc2Cl)n(C)c1=O
→ 3	5	101	-1	7	1	-5	-2	6	-0.7
21) Cc1cc(=O)oc2c3c(cc(OCC(=O)NCC(=O)N[C@H](C(=O)O)C(C)C)c12)OC(C)(C)CC3
→ 0	4	96	2	6	2	-1	-3	3	-1.1
22) O=C1CCCC(=O)N1c1ccc(Oc2ccc(Cl)cc2)cc1
→ -1	9	103	-3	-3	4	7	2	-6	1.9
23) CCOC(=O)N1CCN(c2cc(=O)n(C3CCCCC3)c(=O)[nH]2)CC1
→ 2	10	107	-2	-9	12	3	-3	4	-1.4
24) CN(Cc1ccc(Cl)s1)C(=O)CN1C(=O)N(C)C2(CCCCC2)C1=O
→ -1	-3	98	-3	-17	6	12	-9	0	-3.0
25) OC(CNCC1CCCO1)Cn1c2ccc(Br)cc2c2cc(Br)ccc21 (stereo not given)
→ -1	-5	94	-1	-14	-9	5	2	28*	5.2
26) O=C(c1ccc2ncsc2c1)N1CCCC(C(F)(F)F)C1 (stereo not given)
→ 2	0	97	-5	28	-4	7	-1	-1	-1.6
27) CC(=O)c1ccc(NC(=O)C(=O)c2cn(CC(=O)N3CCCCC3)c3ccccc23)cc1
→ -1	0	94	4	10	5	-11	-2	4	-0.1
28) O=C(c1ccc(-c2nnc(-c3ccccc3)o2)cc1)N1CCCCCC1
→ -3	10	104	2	-31	-11	8	-6	2	-1.3
29) CCOC(=O)Cn1nnc(-c2ccc([N+](=O)[O-])cc2)n1
→ -1	18	103	-2	28	2	-7	2	0	0.3
30) O=C(N[C@H](C(=O)O)c1ccccc1)C1CCC(Cn2cnc3ccccc3c2=O)CC1 (stereo not given in full)
→ 2	6	94	2	-7	-2	-4	-8	2	-0.6
31) CC(C)N(C(=O)[C@H]1C[C@H](CC(=O)NCC23CC4CC(CC(C4)C2)C3)C(=O)N2CCc3c([nH]c4ccc(Cl)cc34)[C@]12C)C(C)C
→ -5	12	101	-1	13	-20	-18	3	-9	-1.4
32) COC(=O)c1sccc1N/N=C/c1ccc(OC)c(OC)c1OC
→ -2	8	99	-3	-35	1	7	2	-5	-0.4
33) CC(=O)c1c(C)n(-c2ccccc2Br)c2ccc(O)cc12
→ -5	11	98	3	17	-2	-2	-1	-2	0.4
34) Cc1ccc(-c2nnc(-c3ccc4ccccc4c3)o2)cc1
→ -5	3	93	-2	-18	-11	-1	3	-1	10*
35) CCSc1nc2c(c(=O)[nH]1)C(c1ccncc1)C(C(=O)OC)=C(C)N2 (stereo not given)
→ 1	13	98	5	11	2	0	-11	8	-1.4
36) COc1ccc(OCC(O)Cn2cnc(-c3ccc(Br)cc3)c2)cc1 (stereo not given)
→ 3	4	85	1	1	-12	-6	8	3	1.0
37) Cc1ccccc1N1CCN(C2CCCN(C(=O)c3cc(CC(C)C)nn3C)C2)CC1 (stereo not given)
→ -1	13	96	4	4	-4	-5	-9	0	-2.3
38) COc1ccc(N(CC(=O)NC2CCCCC2)C(=O)CNC(=O)c2cccs2)cc1OC
→ -1	17	96	11	13	3	14	-4	-11	-1.3
39) O=C(COC(=O)COc1ccc(Cl)cc1Br)NCc1cccs1
→ 2	16	92	-1	6	-3	-4	-5	2	-0.2
40) COCCN(C(=O)c1ccc(C)o1)c1c(N)n(CC(C)C)c(=O)[nH]c1=O
→ -1	2	90	3	23	7	10	-2	-5	3.8
41) CC1CCCC(=C\c2ccccc2)/C1=N/O (stereo not given)
→ 2	-3	96	0	-52	-5	8	3	-4	-1.3
42) CCC1c2ccccc2C(=O)C1C(N)=O (stereo not given)
→ 1	0	88	0	-11	5	-3	-2	-7	-0.7
43) COC(=O)C1=C(O)C(C(=O)OC)C(c2ccc(C)cc2)C(C#N)(C#N)C1c1ccc(C)cc1 (stereo not given)
→ -2	7	97	5	10	-4	2	-6	4	-0.8
44) Cn1c(Cn2nnc3ccccc32)nnc1SCC(=O)N1c2ccccc2Sc2ccccc21
→ -2	14	101	2	13	-5	2	-1	-3	0.3
45) COc1ccc(C(O)c2ncc(-c3cccc(C(F)(F)F)c3)[nH]2)cc1 (stereo not given)
→ 2	6	103	-1	7	-21	.	4	-9	-0.8
46) COc1ccc(CCNC(=O)C(C)Sc2ccccc2)cc1OC (stereo not given)
→ -1	1	91	9	6	17	-1	-7	-1	-1.7
47) Cc1cccc(NC(=O)c2cnn(-c3ccccc3)c2C)c1C
→ -3	5	99	3	-29	-7	-8	-4	-1	-0.6
48) Cc1cc(C(=O)N/N=C/c2ccc([N+](=O)[O-])cc2)c(C)o1
→ -2	-4	94	-4	-52	-13	-1	-7	-4	-3.3
49) CC(C)(C)c1ccc(OCCON2C(=O)CCC2=O)c(Cl)c1
→ 3	2	100	4	17	-8	3	5	-4	-1.3
50) O=C(CSc1ncccn1)Nc1ccc(S(=O)(=O)N2CCCCC2)cc1
→ 0	6	91	0	-2	10	1	-1	-5	-2.3

(further entries)
Below each SMILES: Glyco luc inh	MC4R antagonist	ABCB6 inh MLPCN	m5-HT2A agonist	SRC2 inh	Cardio protect	TLR9-MyD88 block	NOD2 RIPK2 PPI	ABHD5 PLIN5 PPI	MC4R ag barr
51) COc1ccc(Cc2noc(=O)[nH]2)cc1
→ 3	1	102	-4	4	0	-1	-4	-1	-1.7
52) Cc1cn([C@H](C(=O)NCCCCCCCCCCC(=O)N2CCN(C(=O)OC(C)(C)C)CC2)[C@@H](C)O)nn1
→ -1	6	75	3	-2	-1	7	2	0	0.8
53) COc1ccc(CCNc2ccc([N+](=O)[O-])cn2)cc1
→ 1	-5	102	0	-7	-3	-4	-3	6	-1.4
54) Cc1ccccc1NC(=O)COc1nsnc1N1CCOCC1
→ 3	-1	95	1	7	4	-3	1	-3	-0.9
55) O=[N+]([O-])c1cccc2nc(-c3ccccc3)c(-c3ccccc3)nc12
→ 3	-6	98	4	-45	1	5	2	10	2.4
56) CC1CCCN(S(=O)(=O)c2cccc(C(=O)NCC3CCCO3)c2)C1 (stereo not given)
→ 1	2	104	-3	-6	-3	-14	5	-8	-2.5
57) O=C(CSc1nnc2ccccn12)NC(=O)c1ccccc1
→ 1	0	97	-4	12	18	9	-9	-5	-0.7
58) CCOC(=O)CC1(C)NC(=O)c2c(C)sc(C(=O)OCC)c2N1 (stereo not given)
→ 1	5	99	4	-6	-11	-11	-4	-1	0.7
59) O=C(/C=C/c1ccc(F)cc1)NC(=S)Nc1ccccc1C(=O)NC1CCCCC1
→ 0	1	94	1	-26	5	-4	-6	2	3.9
60) CCN(CC)/C(=N/S(=O)(=O)c1ccc(C)cc1)c1ccccc1
→ 1	3	102	-8	23	8	5	-4	-1	1.9
61) Cc1cccc(C)c1OCC(N)C(C)C (stereo not given)
→ 1	9	92	-1	-10	-6	-1	-4	2	-0.2
62) Cc1cc(C)n(C(=O)c2ccc([N+](=O)[O-])cc2Cl)n1
→ 1	-7	99	8	-14	-1	0	-4	0	-0.9
63) COC(=O)C(C)NC(=O)CNS(=O)(=O)c1ccc(F)cc1 (stereo not given)
→ 1	-4	97	4	-15	13	3	4	8	-1.0
64) CCc1nc2c(OCCC3CCCCC3)cccn2c1N(C)C(=O)c1cccs1
→ -5	8	96	-12	26	-6	.	-5	-7	-3.6

This is a subset; the hit share may differ from the screen's.
